# Tb PGK inh: blocks T. brucei phosphoglycerate kinase; Potency, µM (series often up to 57.5 µM), for inactives: at the top dose activity change, negative = inhibition, most hits filed as inhibitors; hit rate 0.043% among 380,000; P07378; PGK/GAPDH coupled, Kinase-Glo luminescence, 60 min; also: % is scaled to controls: 0 for no effect and ±100 for the full control effect; nearly all actives have a fitted effect of over 60% in size
#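 Luminescent ATP detection (Kinase-Glo Plus) follows a 60-minute room-temperature incubation, with wells lacking PGK as controls. Buffer: 100 mM TEA (pH 7.6), 5 mM MgCl2, 0.01% Tween-20. Coupling enzyme GAPDH (100 nM final) supplies unstable 1,3-BPG in-well.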
# GLS inh: blocks human kidney-isoform glutaminase activity; hit rate 0.21% among 410,000; O94925; GLS enzymatic activity, qHTS titration; Potency, µM (top dose mostly 45.5 µM), inactives show at the top dose activity change, negative = inhibition, actives largely listed as inhibitors; also: % is scaled to controls: 0 for no effect and ±100 for the full control effect
#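 Read-out is an Amplex red fluorescence increase coupled through glutamate oxidase and HRP, measured before and after 30 min room-temperature incubation. hKGA is in 45 mM KH2PO4 (pH 8.2) with 0.02% Tween-20; glutamine added as 1mM solution.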
# HP1b chromo inh: inhibitors of HP1-beta chromodomain binding to methylated histone tails; AlphaScreen HP1-beta / biotin-H3K9me3 peptide binding; AID 540317; hit rate 0.56% among 390,000; P83916; Potency, µM (series often up to 114 µM), for inactives: at the highest dose activity change, negative = inhibition, usual class: inhibitors; also: nearly all actives have a fitted effect of over 70% in size; inactives centre near 23
#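 Compound inhibition of the preformed complex between 50 nM HP1-beta and 50 nM biotinylated H3K9me3 peptide was read by AlphaScreen. Buffer was PBS pH 7.4 with 0.01% Tween-20. Incubations ran 30 min at room temperature, with 10 ug/mL donor/acceptor beads.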
# rTrxR1 inhibitor: inhibitors of rat thioredoxin reductase 1; O89049; recombinant rTrxR1, NADPH fluorescence consumption, selenite substrate; Potency, µM (series often up to 114 µM), for inactives: top-dose activity change, negative = inhibition, hits mostly inhibitors; hit rate 1% among 390,000; AID 588453; also: % is scaled to controls: 0 for no effect and ±100 for the full control effect; nearly all actives have a fitted effect of over 65% in size
#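 Rat TrxR1 (90 nM in the dispensed reagent) was pre-reduced with 400 uM NADPH for 5 min at room temperature, then incubated with compound for 15 min. After 400 uM selenite was added, NADPH fluorescence (Ex 340/Em 450 nm) was followed for 8 min.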
# ERG-DNA inh: ERG Ets/DNA interaction inhibition; P11308; fluorescence polarization, His-ERG Ets domain / labelled DNA; Potency, µM (titrated, usually from 76.9 µM), inactives show at the top dose FP activity, negative = inhibition, actives largely listed as inhibitors; hit rate 0.028% among 370,000; AID 624246; active = well fitted inhibition curve with a large enough effect in the polarisation, with a control signal flat; inconclusive = small, poorly fitted or top-dose-only effect, or effect the other way, or a change in a side signal; inactive = no such curve, though single readings can be large or run the other way; the % refers to the polarisation;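 also: polarization taken with two DNA probes labelled with fluorescein and Texas red; % of control where 0% means no effect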
#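 His-tagged ERG Ets domain (1 uM in the protein solution; 300mM KCl, 50mM Tris-HCl, 1mM EDTA, 1mM DTT, pH 7.5) received compound, then a probe mix of 5 nM fluorescein-DNA and 100nM Texas-615-DNA. Fluorescence polarization was read for both dyes.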
# JMJD2A Tudor inh: blocks the human JMJD2A Tudor domain; O75164; hit rate 4.4% among 390,000; Potency, µM (highest dose often 114 µM), inactives show at the top dose activity change, negative = inhibition, actives largely listed as inhibitors; AlphaScreen JMJD2A-Tudor / H3K4me3 peptide binding; also: % is scaled to controls: 0 for no effect and ±100 for the full control effect; nearly all actives have a fitted effect of over 50% in size
# Target sequence (O75164 whole entry, looked up, the tested form may be a part): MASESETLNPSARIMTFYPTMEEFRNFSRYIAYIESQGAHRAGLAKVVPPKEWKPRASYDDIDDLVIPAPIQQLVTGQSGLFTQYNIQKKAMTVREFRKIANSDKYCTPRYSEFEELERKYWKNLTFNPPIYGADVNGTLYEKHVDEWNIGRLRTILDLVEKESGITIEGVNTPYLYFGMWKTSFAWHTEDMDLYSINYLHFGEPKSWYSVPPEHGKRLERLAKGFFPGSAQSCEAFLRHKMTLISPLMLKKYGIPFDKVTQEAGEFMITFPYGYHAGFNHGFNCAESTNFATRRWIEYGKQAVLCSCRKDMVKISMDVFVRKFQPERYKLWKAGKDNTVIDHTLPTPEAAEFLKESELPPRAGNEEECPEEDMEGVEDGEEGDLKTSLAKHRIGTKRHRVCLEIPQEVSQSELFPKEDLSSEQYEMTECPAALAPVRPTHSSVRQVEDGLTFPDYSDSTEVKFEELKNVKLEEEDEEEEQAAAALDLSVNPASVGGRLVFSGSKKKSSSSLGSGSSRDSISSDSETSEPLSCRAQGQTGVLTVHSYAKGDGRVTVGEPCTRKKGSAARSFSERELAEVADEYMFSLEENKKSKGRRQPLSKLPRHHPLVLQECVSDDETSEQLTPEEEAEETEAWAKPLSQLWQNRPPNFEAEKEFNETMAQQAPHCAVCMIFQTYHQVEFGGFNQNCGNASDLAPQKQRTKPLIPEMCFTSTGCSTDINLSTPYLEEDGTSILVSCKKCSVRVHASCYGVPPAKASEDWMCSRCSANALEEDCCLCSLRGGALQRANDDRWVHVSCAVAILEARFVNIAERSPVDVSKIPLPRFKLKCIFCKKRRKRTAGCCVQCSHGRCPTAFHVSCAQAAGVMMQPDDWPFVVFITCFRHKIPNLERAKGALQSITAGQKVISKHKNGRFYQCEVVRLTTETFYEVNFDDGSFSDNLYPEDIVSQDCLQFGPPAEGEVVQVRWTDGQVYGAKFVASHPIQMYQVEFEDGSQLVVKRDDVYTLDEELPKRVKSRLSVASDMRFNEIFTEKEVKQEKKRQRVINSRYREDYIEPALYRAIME
# RGS4 inh: human RGS4 inhibition; Transcreener GDP fluorescence polarization, RGS4-accelerated GTP hydrolysis; Potency, µM (series often up to 114 µM), for the others: at the highest dose activity change, negative = inhibition, hits mostly inhibitors; hit rate 0.039% among 390,000; also: % is scaled to controls: 0 for no effect and ±100 for the full control effect; nearly all actives have a fitted effect of over 75% in size; some results filed as inactive show a strong effect at the top dose
#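 MLSMR compounds (23 nl, pin-transferred) preincubated 10 min at room temperature with a 500nM (2x) first reagent, then RGS4 at 900nM (2x) plus Transcreener GDP mix added; fluorescence polarization (620/688 nm) read before and after 90 min at 30 °C.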
# ALOX12 inh: ALOX12 (human) lipoxygenase inhibition; Potency, µM (titrated, usually from 108 µM), for the others: at the top dose activity change, negative = inhibition, most hits filed as inhibitors; AID 1671190; hit rate 1.1% among 580,000; purified 12hLO, xylenol orange hydroperoxide absorbance; P18054; also: % is scaled to controls: 0 for no effect and ±100 for the full control effect
#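 Hydroperoxide product was detected by ferrous iron/xylenol orange as the 573 to 405 nm absorbance ratio. Arachidonic acid at 40 uM (final) was turned over for 30 min at room temperature by 150 nM human 12hLO, pH 7.0 Hepes buffer, after 15 min compound preincubation.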
# Pin1 inhibitor: human Pin1 inhibition | Q13526 | Pin1 FP peptide displacement, HiFluor488, 10 min | Potency, µM (doses to about 115 µM), for inactives: top-dose activity, negative = inhibition, usual class: inhibitors | hit rate 0.009% among 390,000; active = well fitted inhibition curve with a large enough effect in the polarisation, with a control signal flat, not every such curve was filed as active; inconclusive = small, poorly fitted or top-dose-only effect, or effect the other way, or a change in a side signal; inactive = no such curve, though single readings can be large or run the other way; the % refers to the polarisation; also: % is scaled to controls: 0 for no effect and ±100 for the full control effect
# Starred values were filed as active, the others as inactive; i = inactive; u = inconclusive; x = not tested or not shown; [ ] = dose if it differs, or a comment. Unless noted, calls follow the shape of the dose curve; as a rule, active = well fitted curve in the direction sought with a large enough effect; inconclusive = small, poorly fitted or top-dose-only effect, or another doubt; inactive = no such curve, though single readings can be large; an effect the other way counts as inactive or inconclusive. Potency is read from the fitted curve at half-maximal effect.
Tb PGK inh	GLS inh	HP1b chromo inh	rTrxR1 inhibitor	ERG-DNA inh	JMJD2A Tudor inh	RGS4 inh	ALOX12 inh	Pin1 inhibitor	smiles
2%	8%	31%	-6%	-7%	-4%	-8%	u	u	CCC(N)C12CC3CC(CC(O)(C3)C1)C2 (stereo not given)
-9%	1%	9%	7%[57.1 µM]	11%	-8%	-9%	0%	-8%	CC(=O)Nc1c(-c2ccc(Cl)cc2)c(=O)c2ccccc2n1C
-10%	1%	24%	-19%	5%	-19%	-14%	3%	17%	CN(C)c1ccc(/C=N\NC(=O)CC#N)cc1
i	-6%	10%	-9%	-10%	-14%	-9%	0%	-2%	CC1=C(C(=O)N2CCCCC2)C(c2cccc(Cl)c2)n2c(nc3ccccc32)N1 (stereo not given)
-6%	0%	28%	25%	4%	-1%	1%	-10%	-1%	Cc1cc(C)nc(Nc2ccc(Cl)cc2C)n1
x	2%	56%[activator]	5%	8%	7%	-13%	-1%	7%	COC(=O)c1ccccc1NC(=O)c1ccc2c(=O)n3c(nc2c1)CCCCC3
-4%	11%	7%	-24%	19%	-23%	3%	-4%	-1%	CCOC(=O)C1(Cc2cccc(Cl)c2)CCCN(C(=O)c2ccoc2C)C1 (stereo not given)
-10%	1%	21%	-3%	4%	-9%	1%	0%	-1%	O=C(c1cccc(N2CCNC2=O)c1)N1CCCC(Nc2cccc(F)c2)C1 (stereo not given)
-7%	18%	15%	0%	10%	-29%	-18%	-17%	4%	O=C1CCCC2=C1C(c1ccc(O)c(Br)c1)C1=C(CCCC1=O)N2c1ccccc1
1%	4%	36%[activator]	29%	2%	0%	24%	-16%	1%	CC(=O)N1CCc2ccc(S(=O)(=O)Nc3ccccc3Cl)cc21
-9%	-10%	14%	9%[57.1 µM]	2%	-28%	8%	-28%	-7%	Cc1cccc(-n2ncc3c(NNC(=O)c4ccccc4Cl)ncnc32)c1
i	-8%	48%[activator]	19%	-1%	-1%	14%	8%	-2%	COc1cc(C(=O)NCC(=O)OCn2nnc3ccccc3c2=O)cc(OC)c1OC
-8%	0%	42%[activator]	-2%	7%	-2%[57.1 µM]	-7%	-20%	17%	CCOC(=O)c1ccc2c(c1)sc(=NC(=O)c1ccco1)n2CCOC
9%	0%	u	4%[57.1 µM]	0%	-21%[11.4 µM]	-8%[11.4 µM]	0%	0%	COC(=O)C1CCN(c2c([N+](=O)[O-])cc(C(F)(F)F)cc2[N+](=O)[O-])CC1
-3%	14%	u	-11%	-10%	22µM*	-5%	u	-4%	Cc1cc(N)ccc1NC(=O)CN1CCCC1
2%	2%	11%	-4%	-7%	-8%	10%	0%	-5%	Cc1ccc(S(=O)(=O)NC(CC(C)C)C(=O)NCc2ccco2)cc1 (stereo not given)
1%	3%	42%	-50%	2%	-11%	-13%	u	-6%	CCN(CC)C(=O)COc1c(-c2ccco2)oc2ccccc2c1=O
6%	20%	18%	-10%	2%	1%	-1%	0%	-4%	CCn1nnnc1SCC(=O)N1c2ccccc2CCc2ccccc21
-1%	-12%	18%[57 µM]	0%	-4%	u	-46%	10%	u	O=C(N/N=C/c1cn(-c2ccccc2)nc1-c1ccc2c(c1)OCCO2)c1ccncc1
-5%	1%	91%[activator]	-16%	14%	22%	3%	-13%	3%	CCc1c(C)c(C#N)c2nc3ccccc3n2c1NCc1ccco1
-1%	-15%	3%	-4%	15%	-11%	-17%[11.4 µM]	0%	6%	CCCCc1cc(=O)oc2cc(C)cc(OCC(=O)NCc3cccnc3)c12
-15%	15%	0%	-38%	-6%	-19%	-29%	15%	0%	O=C(COC(=O)/C=C/c1ccco1)NCc1ccc2c(c1)OCO2
-3%	5%	52%[activator]	12%	-5%	9%	-1%	0%	-5%	Cc1c(NS(=O)(=O)c2ccc(Cl)cc2)c(=O)n(-c2ccccc2)n1C
0%	3%	13%	9%[57.1 µM]	0%	-17%	21%	-2%	-2%	COc1cc(OC)c(NC(=O)Cn2c(=O)c(C(F)(F)F)nc3ccccc32)cc1Cl
4%	3%	47%[activator]	10%	-2%	-9%	7%	-6%	2%	COc1ccc(CCNC(=O)CCn2c(=O)c3ccccc3n(CC(=O)Nc3ccccc3F)c2=O)cc1OC
8%	4%	42%[activator]	6%	-5%	-13%	-16%	-7%	1%	COc1ccc(NC(C)=O)cc1S(=O)(=O)NC(Cc1ccccc1)C(=O)O (stereo not given)
-3%	-2%	57%[activator]	4%[57.1 µM]	2%	u	39%	3%	-14%	NNC(=O)c1cncn1-c1ccc(F)cc1
-8%	-1%	50%[activator]	34%[activator][57.1 µM]	16%	4%	-46%	9%	-4%	CCCc1nc(N)nc2c1C(=O)CC(C)(C)C2
-4%	0%	11%	21%	5%	-14%	16%	-6%	-5%	CC(=O)c1c(C)[nH]c(C(=O)OCc2c(F)cccc2Cl)c1C
-4%	0%	5%	14%	0%	-1%	14%	0%	18%	O=C(CN(Cc1ccc(Cl)cc1)C(=O)CN1C(=O)COc2ccccc21)NC1CCCC1

# Reformatted with each value named: entries from further up.
COc1ccc(CCNC(=O)CCn2c(=O)c3ccccc3n(CC(=O)Nc3ccccc3F)c2=O)cc1OC
  Tb PGK inh: 4% | GLS inh: 3% | HP1b chromo inh: 47%[activator] | rTrxR1 inhibitor: 10% | ERG-DNA inh: -2% | JMJD2A Tudor inh: -9% | RGS4 inh: 7% | ALOX12 inh: -6% | Pin1 inhibitor: 2%
COc1ccc(NC(C)=O)cc1S(=O)(=O)NC(Cc1ccccc1)C(=O)O (stereo not given)
  Tb PGK inh: 8% | GLS inh: 4% | HP1b chromo inh: 42%[activator] | rTrxR1 inhibitor: 6% | ERG-DNA inh: -5% | JMJD2A Tudor inh: -13% | RGS4 inh: -16% | ALOX12 inh: -7% | Pin1 inhibitor: 1%
NNC(=O)c1cncn1-c1ccc(F)cc1
  Tb PGK inh: -3% | GLS inh: -2% | HP1b chromo inh: 57%[activator] | rTrxR1 inhibitor: 4%[57.1 µM] | ERG-DNA inh: 2% | JMJD2A Tudor inh: u | RGS4 inh: 39% | ALOX12 inh: 3% | Pin1 inhibitor: -14%
CCCc1nc(N)nc2c1C(=O)CC(C)(C)C2
  Tb PGK inh: -8% | GLS inh: -1% | HP1b chromo inh: 50%[activator] | rTrxR1 inhibitor: 34%[activator][57.1 µM] | ERG-DNA inh: 16% | JMJD2A Tudor inh: 4% | RGS4 inh: -46% | ALOX12 inh: 9% | Pin1 inhibitor: -4%

# 3 compounds already listed, ordered by length of the SMILES, rising:
Tb PGK inh	GLS inh	HP1b chromo inh	rTrxR1 inhibitor	ERG-DNA inh	JMJD2A Tudor inh	RGS4 inh	ALOX12 inh	Pin1 inhibitor	smiles
-8%	-1%	50%[activator]	34%[activator][57.1 µM]	16%	4%	-46%	9%	-4%	CCCc1nc(N)nc2c1C(=O)CC(C)(C)C2
1%	3%	42%	-50%	2%	-11%	-13%	u	-6%	CCN(CC)C(=O)COc1c(-c2ccco2)oc2ccccc2c1=O
-4%	0%	5%	14%	0%	-1%	14%	0%	18%	O=C(CN(Cc1ccc(Cl)cc1)C(=O)CN1C(=O)COc2ccccc21)NC1CCCC1

# Further results.
Tb PGK inh	GLS inh	HP1b chromo inh	rTrxR1 inhibitor	ERG-DNA inh	JMJD2A Tudor inh	RGS4 inh	ALOX12 inh	Pin1 inhibitor	smiles
10%	1%	39%[activator]	15%	u	-6%	-35%	-9%	0%	CCOC(=O)CSc1nc2ccc(NC(=O)c3ccc(F)cc3)cc2s1
1%	20%	19%	-9%[57.1 µM]	-11%	-15%	-49%	0%	-2%	CCOCC(=O)N1CCN(c2ccc(F)cc2)CC1
i	-15%	1%	-58%	-7%	79µM*	u	u	u	CCOc1ccccc1C1C(C#N)=C(N)SC(N)=C1C#N
-1%	-11%	40%[activator]	8%[57.1 µM]	-4%	-23%	11%	7%	u	COc1cccc2sc(N(Cc3cccnc3)C(=O)Cc3ccccc3)nc12
x	13%	11%	3%	x	-17%	11%	-1%	2%	Cc1ccc(C(=O)Nc2nnc(C)s2)o1
i	3%	-19%	-28%	5%	79µM*	-38%	u	45%[activator]	COc1ccc(-c2cn(-c3ccc(C)cc3)c(=O)n2CC(=O)Nc2cccc(F)c2)cc1
-8%	-1%	17%	21%	2%	1%	12%	-17%	-7%	O=C(c1cccc(S(=O)(=O)N2CCCC2)c1)N1CCN(c2ccccc2)CC1

# 2 of the compounds above, as labelled records.
> CCOc1ccccc1C1C(C#N)=C(N)SC(N)=C1C#N
  Tb PGK inh: i
  GLS inh: -15%
  HP1b chromo inh: 1%
  rTrxR1 inhibitor: -58%
  ERG-DNA inh: -7%
  JMJD2A Tudor inh: 79µM*
  RGS4 inh: u
  ALOX12 inh: u
  Pin1 inhibitor: u

> COc1cccc2sc(N(Cc3cccnc3)C(=O)Cc3ccccc3)nc12
  Tb PGK inh: -1%
  GLS inh: -11%
  HP1b chromo inh: 40%[activator]
  rTrxR1 inhibitor: 8%[57.1 µM]
  ERG-DNA inh: -4%
  JMJD2A Tudor inh: -23%
  RGS4 inh: 11%
  ALOX12 inh: 7%
  Pin1 inhibitor: u

# An excerpt (hit frequency here may not be typical).
